Lipid storage S3: qHTS Assay for Lipid Storage Modulators in Drosophila S3 Cells; lipid storage change, negative = inhibition, % at the top dose, mostly 46.1 µM; hits show Potency in µM; 320,000 tested, 0.64% active; Drosophila S3 cells, BODIPY lipid droplet fluorescence, 18-24 h; cells fed with added oleic acid; AID 2685; active = well fitted inhibition curve with a large enough effect in the signal ratio, with a control signal flat, not every such curve was filed as active; inconclusive = small, poorly fitted or top-dose-only effect, or effect the other way, or a change in a side signal; the % refers to the signal ratio
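Drosophila S3 cells got compounds at several concentrations plus oleic acid (400 uM solution). Laser-scanning cytometry with 488 nm excitation read lipid droplets at 500-530 nm and cells at 575-640 nm. Percent activity was relative to 20 uM Triacsin C.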
Lipid storage S3 cell count max: also measured in Lipid storage S3; calls as there; cell number change, %; measured here: cell count max response;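 cells counted by Cell Tracker Red CMTPX staining in the red channel; peak over a dose series mostly up to 46.1 µM; percent activity relative to internal control wells on each plate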
* = called active by the depositor; i = inactive; ? = inconclusive; · = not tested or not shown. % is scaled to controls: 0 for no effect and ±100 for the full control effect; potency is read from the fitted curve at half-maximal effect. Some of the compounds tested; count on the stated rates, not on these rows.

SMILES	Lipid storage S3	Lipid storage S3 cell count max
COc1ccc(/C=N/NC(=O)c2c(C)nnn2-c2nonc2N)cc1OC	?	·
COC(CNC(=O)c1cc(-c2ccncc2)nc2ccc(S(=O)(=O)N3CCOCC3)cc12)OC	5.4%	6.6
O=C1C=C(c2ccc3[nH]ccc3c2)C[C@@H](c2ccc(F)cc2)C1	?	·
O=C(NCCc1ccccc1)C1=CCN(S(=O)(=O)c2ccccc2)CC1	14.0%	·
CCc1cc2cc(C)c(C)cc2nc1SCC(=O)NNC(=O)c1ccco1	?	·
Cc1cc2sc3nc(=O)n(-c4ccccc4)c(=O)n3c2cc1C	4.5%	5.5
c1csc(-c2csc3nc(CN4CCOCC4)nc(NCc4ccc5c(c4)OCO5)c23)c1	?	·
CC(C)(C)OC(=O)NCCCCCC(=O)N/N=C/c1coc2ccccc2c1=O	1.9%	17.9
CN(C)CCCN(C(=O)c1ccc(S(=O)(=O)N2CCc3ccccc32)cc1)c1nc2c(Cl)cccc2s1	?	·
CNC(=O)C(=O)Nc1c(C)cc(C)cc1C	?	·
COc1ccc(C(=O)NNC(=O)C(=O)NC2CCCCC2)cc1	?	·
O=C(Nc1ccccc1)C1CC2CCC1C2 (stereo unspecified)	?	·
Cc1ccc(NC(=O)CS(=O)CC(=O)N(CC(=O)NC2CCCC2)c2cc(C)ccc2C)cc1 (stereo unspecified)	12.8%	-9.0
COc1cccc(C(=O)NC2CCCc3c2cnn3-c2cc(C)cc(C)c2)c1 (stereo unspecified)	?	·
COc1ccc(NS(=O)(=O)c2cc(NC(=O)c3ccc(=O)[nH]c3)ccc2N2CCCC2)cc1	?	·
COc1ccc(-n2c(N)cc(=O)[nH]c2=O)cc1	?	·
NC(=O)c1cccc2ccccc12	i	·
Cc1cccc2c3c([nH]c12)C(=O)CC(C)(C)S3	-8.8%	-6.3
O=C(CC1NCCc2ccccc21)Nc1ccc(Cl)cc1 (stereo unspecified)	-18.0%	13.0
Cn1nnc2cc(C(=O)NC(C)(C)C)ccc21	?	·
Cc1ccc(NS(=O)(=O)c2cccc(C(=O)NCCCN3CCOCC3)c2)cc1	?	·
C[C@H]1CCC(=O)N([C@H](COc2ccccc2)Cc2ccccc2)CC1	-0.7%	7.8
COC(=O)CNC(=O)COC(=O)c1cc(F)c(F)cc1Cl	?	·
Cc1nc2ncnn2c(C)c1Cc1cccc(F)c1	5.0%	25.2
COc1ccc(NC(=O)CSCC(=O)N2c3ccccc3CCc3ccccc32)cc1	?	·

Random excerpt: 3 entries already listed.
SMILES	Lipid storage S3	Lipid storage S3 cell count max
Cn1nnc2cc(C(=O)NC(C)(C)C)ccc21	?	·
O=C(Nc1ccccc1)C1CC2CCC1C2 (stereo unspecified)	?	·
NC(=O)c1cccc2ccccc12	i	·

Next part.
SMILES	Lipid storage S3	Lipid storage S3 cell count max
CC(=O)c1cccc(NC(=O)COc2cc3oc(=O)c(CC(C)O)c(C)c3cc2Cl)c1 (stereo unspecified)	?	·
CCC(=O)Nc1ccc2nc(C)n(CC(=O)Nc3ccccc3)c(=O)c2c1	?	·
CC(C)NC(=O)c1cnc(Sc2ncc(C(F)(F)F)cc2Cl)n1C	?	·
CCOc1ccccc1NC(=O)NCc1ccc(F)cc1	?	·
O=C(Cc1cccs1)NCc1ccccc1	-0.1%	0.3
O=C(c1ccncc1)N1CCN(S(=O)(=O)c2cc(C(F)(F)F)cc(C(F)(F)F)c2)CC1	17.3%	-2.3
CCOC(=O)c1ccccc1NC(=O)CN(c1ccccc1OC)S(C)(=O)=O	?	·
CC1=CC(C)C(C(=O)O)C(C(=O)Nc2cccnc2)C1 (stereo unspecified)	?	·
CC1=CC(C)(C)N(C(=O)C(C)N2C(=O)c3ccccc3C2=O)c2c(C)cc(C)cc21 (stereo unspecified)	i	22.9
NC(=NC(=O)c1ccccc1)C1=C(O)CCC1=O	?	·
CC1(C)Cc2ccccc2C(NN=C2CCCC2)=N1	6.4%	2.5
CCCCOC(=O)C1=C(N)N2C(=O)C(C)SC2=C(C(=O)OCC)C1c1ccc(O)c(OC)c1 (stereo unspecified)	?	·
CC(=O)Nc1ccc(C(=O)N/C(=C\c2ccccc2)C(=O)Nc2cccc(C(=O)O)c2)cc1	?	·
Cc1ccc(NC(=O)c2noc3c2CCC3)cc1C	-3.0%	-16.8
O=C1C=C(NNC(=O)c2cccnc2)CC(c2ccco2)C1 (stereo unspecified)	1.7%	-0.5
COc1ccc(S(=O)(=O)N2CCN(c3ccc(F)cc3)CC2)cc1C(=O)N1CCOCC1	i	22.4
Cc1ccc(NC(=O)Nc2c(C)[nH]c(=O)[nH]c2=O)cc1Cl	-9.7%	0.2
CCOc1ccc(S(=O)(=O)N(CC(=O)Nc2cc(C)on2)Cc2ccccc2Cl)cc1	13.2%	-7.3
COc1ccc(S(=O)(=O)N2CCCCC2)cc1NC(=O)CCCOc1ccc(C)cc1	?	·
COc1ccc(NC(=O)C2CCN(C(=O)[C@@H]3Cc4ccccc4CN3C(=O)OC(C)(C)C)CC2)cc1	?	·
O=P(CO)(Cc1ccccc1)Cc1ccccc1	?	·
CC(C)(C)c1nc2cc(Cl)c([N+](=O)[O-])cc2o1	1.3%	2.3
CC(C)NS(=O)(=O)c1ccc(OCC(=O)Nc2cccc3ccccc23)cc1	i	·
Cc1ccccc1NC(=O)/C(C#N)=C\c1ccsc1	?	·
CSCC[C@H](NC(=O)N1CCn2c1nc1ccccc12)C(=O)NC1CC1	i	1.5
(listing goes on)
SMILES	Lipid storage S3	Lipid storage S3 cell count max
Cc1ccc(CN2C(=O)/C(=C3\SC(N4CCOCC4)=NC3=O)c3cc(Br)ccc32)cc1	-0.1%	15.8
COCCn1c(CN(Cc2ccccc2)Cc2ccccc2)nc2c1c(=O)n(C)c(=O)n2C	?	·
CCC(C)NC(=O)c1ccc(-n2c(=S)[nH]c3ccccc3c2=O)cc1 (stereo unspecified)	i	22.1
CCOC(=O)c1sc(-c2ccccc2)cc1NC(=O)CSc1nnnn1C	?	·
COc1cc2nc(/C=C/c3ccc(N(C)C)cc3)sc2cc1SC	?	·
O=C(CSc1nc2c([nH]c3ccccc32)c(=O)n1-c1ccccc1)N1CCOCC1	?	·
COC(=O)[C@]1(C)N[C@H](c2ccc(SC3CCCCC3)c(OC)c2)[C@@H]2C(=O)N(C)C(=O)[C@@H]21	?	·
CC[C@H](C)[C@@H](NC(=O)O[C@@H]1C(=O)c2cc(Br)ccc2O[C@H]1c1cccc(OC)c1)C(=O)OC	24.4%	14.9
CSc1cccc(NC(=O)c2nnn(Cc3ccccc3)c2N)c1	?	·
COc1cc(CNCCc2ccc(S(N)(=O)=O)cc2)ccc1OCC(=O)N1CCCCC1	-8.0%	1.6
CCN1CCN(c2ccc(S(=O)(=O)N3CCOCC3)cc2NC(=O)C(C)Oc2cccc(Cl)c2)CC1 (stereo unspecified)	?	·
COc1cc(/C=C(\C#N)C(=O)Nc2cccc(C(=O)O)c2)ccc1OCc1ccc(F)cc1	?	·
Cc1ccccc1NCc1nnc2n1CCCCC2	?	·
O=C(CCCC(=O)OCC(F)(F)C(F)F)Nc1ccc(NC(=O)CCCC(=O)OCC(F)(F)C(F)F)cc1	i	25.6
CC(NCC(=O)Nc1cc(Cl)cc(Cl)c1)c1ccccc1 (stereo unspecified)	?	·
CCc1ccc(OCC(=O)Nc2ccc3c(c2)OCCO3)cc1	?	·
CCOCc1c(C(=O)NC2CCCCCC2)oc2ccccc12	?	·
CN(Cc1ccccn1)Cc1nc(Cc2ccccc2Cl)no1	1.5%	-2.9
COc1ccc(C(=O)Cc2cc(OC)c(OC)cc2[N+](=O)[O-])c(OC)c1	-19.0%	3.8
CC(C)(C)CN1CCN(Cc2cc3ccccc3[nH]2)CC1CCO (stereo unspecified)	11.0%	5.2
C=CCOc1ccc2oc(=O)cc(C)c2c1	?	·
CC1(C)C2CCC1(C)C(OCC[N+](C)(C)CC(=O)OC1CCCCC1)C2 (stereo unspecified)	?	·
CN(C(=O)COC(=O)c1cc(Br)c(Br)s1)C1CCS(=O)(=O)C1 (stereo unspecified)	-1.1%	4.8
CSc1nc(N)cc(=O)[nH]1	3.0%	0.8
Cc1ccc2c(c1)c1nnc(SCC(=O)NC3CC3)nc1n2C	5.8µM*	0.9*
Following part:
SMILES	Lipid storage S3	Lipid storage S3 cell count max
Cc1ccsc1/C=N/NC(=O)c1nnn(-c2nonc2N)c1CSc1ccccc1	?	·
COc1ccccc1N1CCN(C(=O)c2ccc(N3CCCC3=O)cc2)CC1	9.6%	1.4
O=C(Cc1csc(Nc2nc(=S)[nH]c3ccccc23)n1)N1CCN(c2cccc(C(F)(F)F)c2)CC1	?	·
CCn1c(-c2cccc(Br)c2)n[nH]c1=S	?	·
N#Cc1c(N2CCCCC2)nc(N)c2c(N)nc3c(c12)CC(c1ccccc1)O3 (stereo unspecified)	-2.3%	3.0
CCOC(=O)N1CCC(NS(=O)(=O)c2cc3c(cc2C)NC(=O)CO3)CC1	5.4%	-19.5
N#CC1=C(N)Oc2c(ccc3ccccc23)C1c1ccsc1 (stereo unspecified)	?	·
COc1cc(C)cc(C(=O)O)c1C1=C(O)c2cccc(O)c2C(=O)C1=O	5.6%	4.5
COc1ccc(F)cc1S(=O)(=O)NC1CCCCCC1	i	·
CC(=O)c1cc2c(cc1NC(=O)Cn1nc(-c3ccc(C)cc3)ccc1=O)OCO2	?	·
CCOC(=O)c1c(C)nc(C)c(C(=O)OCC)c1-c1cccnc1	?	·
Cc1ccc(N2CCN(S(=O)(=O)c3ccc4oc(=O)ccc4c3)CC2)cc1Cl	?	·
COc1ccc(CCNC(=O)/C(C#N)=C2\N=C(NC(=O)c3ccco3)c3ccccc32)cc1	0.6%	17.3
O=C1NC(=S)N/C1=C/C=C/c1ccccc1	-7.4%	12.9
O=C(NCCN1CCOCC1)Nc1ccc(Cl)cc1	6.6%	12.7
O=c1c2c(nc3nc(NCc4cccc5ccccc45)[nH]n13)CCC2	?	·
O=C(CSc1nc2ccccc2c(=O)n1-c1ccc(F)cc1)Nc1cc(S(=O)(=O)N2CCOCC2)ccc1Cl	15.6%	3.5
Cc1c(NC(=O)c2ccc(NC(=O)C3CC3)cc2)cccc1C(=O)O	?	·
O=C(COc1ccc(S(=O)(=O)N2CCCC2)cc1Cl)NCc1ccco1	?	·
CCCCn1nnc(NC(=O)CCC)n1	i	-7.2
COc1ccc(Cl)cc1C(=O)NNC(=O)COC(=O)CCN=C1NS(=O)(=O)c2ccccc21	?	·
O=C(c1cccs1)N1CCCC(N2CCN(c3cccc(C(F)(F)F)c3)CC2)C1 (stereo unspecified)	18.2%	18.9
Cc1ccccc1C(=O)Nc1cccc(C(=O)N/N=C/c2ccc3c(c2)OCO3)c1	?	·
COc1ccc(S(=O)(=O)N(C)C)cc1NC(=O)c1ccc2c(c1)OCCO2	8.1%	-7.4
C=CCN(Cc1cn(C)nc1-c1cccc(Cl)c1)C1CCS(=O)(=O)C1 (stereo unspecified)	7.6%	-4.8
Next section.
SMILES	Lipid storage S3	Lipid storage S3 cell count max
O=C(COC(=O)CC(c1ccccc1)c1ccccc1)NCc1ccc(Cl)cc1	?	·
Cc1c(CN2CCN(C)C(CCO)C2)[nH]c2c(Cl)cccc12 (stereo unspecified)	?	·
Cc1cc2c(NS(=O)(=O)c3ccc(F)cc3)cccc2nn1	12.9%	7.8
Cc1ccsc1C(=O)OCC(=O)Nc1cccc(S(=O)(=O)NC2=NCCCCC2)c1	?	·
Cc1ccc(S(=O)(=O)N/N=C\c2ccc3c(c2)OCO3)cc1C	?	·
COc1ccc(CC(=O)Nc2ccc(N(C)C)c3ccccc23)cc1	-7.2%	2.5
CC(C)(CO)NC(=O)c1ccc2c(c1)C(=O)c1ccccc1-2	-9.4%	-0.9
CC(C)c1ccccc1NC(=S)NC1CCN(Cc2ccccc2)CC1	?	·
N#Cc1c(N)n(C2CCCCC2)c2nc3ccccc3nc12	?	·
Cc1ccnc(N2CCN(C(=O)CSc3nc4ccccc4nc3N3CCCCC3)CC2)c1	?	·
CC(=O)Nc1ccc2[nH]c(C)cc(=O)c2c1	?	·
CCOC(=O)N1CCC(NS(=O)(=O)c2ccc3c(c2)oc(=O)n3C)CC1	-6.4%	4.8
O=C(C1CCC(CNc2nc(=S)[nH]c3ccccc23)CC1)N1CCN(c2ccc(F)cc2)CC1 (stereo unspecified)	?	·
CC1CCN(Cc2c(O)ccc3c(=O)c(-c4nc5ccccc5s4)c(N)oc23)CC1	2.2%	19.8
O=C(CN(Cc1ccc(F)cc1)C(=O)CNS(=O)(=O)c1ccc(F)cc1)NCC1CCCO1 (stereo unspecified)	?	·
CCOc1ccc(N(C)C(=O)CCc2nnc3ccc(N4CCOCC4)nn23)cc1	?	·
CCCCN(CCCC)Cc1cc2ccccc2c2c1COC2	?	·
CCC[C@@H](CN[C@@H](CNC)C(C)C)NCCCCc1ccccc1	?	·

Some of the entries so far, field by field:
> CC(C)(CO)NC(=O)c1ccc2c(c1)C(=O)c1ccccc1-2
  Lipid storage S3: -9.4%
  Lipid storage S3 cell count max: -0.9

> CC(C)c1ccccc1NC(=S)NC1CCN(Cc2ccccc2)CC1
  Lipid storage S3: ?
  Lipid storage S3 cell count max: ·

> N#Cc1c(N)n(C2CCCCC2)c2nc3ccccc3nc12
  Lipid storage S3: ?
  Lipid storage S3 cell count max: ·

> Cc1ccnc(N2CCN(C(=O)CSc3nc4ccccc4nc3N3CCCCC3)CC2)c1
  Lipid storage S3: ?
  Lipid storage S3 cell count max: ·

Screening results as filed in PubChem.
